Assay outcomes from PubChem.
Vif-A3G inh: blocks the Vif interaction with human APOBEC3G; 410,000 tested, 0.076% active; Potency, µM (highest dose often 46.1 µM), for inactives: at the highest dose activity, negative = active, actives largely listed as inhibitors; AID 602310; HeLa A3G-eYFP + Vif (tagged APOBEC3G with the HIV-1 protein that degrades it), YFP fluorescence, overnight; Q9HC16;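 note: potency is the fitted concentration of half-maximal effect; % is set by controls: 0 for no effect and ±100 for the full control effect; nearly all actives have a fitted effect of over 60% in size; hits raise eYFP signal because A3G escapes Vif-driven loss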
Target sequence (Q9HC16 whole entry, looked up): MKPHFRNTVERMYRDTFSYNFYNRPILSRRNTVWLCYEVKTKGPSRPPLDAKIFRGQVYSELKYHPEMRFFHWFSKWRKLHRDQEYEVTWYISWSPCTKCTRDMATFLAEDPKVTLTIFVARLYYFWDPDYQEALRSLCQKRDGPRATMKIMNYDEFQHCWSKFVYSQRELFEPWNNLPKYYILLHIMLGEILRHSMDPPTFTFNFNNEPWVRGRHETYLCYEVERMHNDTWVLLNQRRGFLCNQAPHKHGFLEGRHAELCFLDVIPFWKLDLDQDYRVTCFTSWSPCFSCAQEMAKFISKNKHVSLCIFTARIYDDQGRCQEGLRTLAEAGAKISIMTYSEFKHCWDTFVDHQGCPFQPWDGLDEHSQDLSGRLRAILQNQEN
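Read-out is eYFP fluorescence (Ex 488/Em 500-530) from Vif-expressing HeLa A3G-eYFP cells; more signal means A3G escaped Vif-mediated degradation. Cells plated overnight, compound pinned in, incubated overnight at 37 deg C.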
D2 PAM: positively modulates the human D2 dopamine receptor allosterically | 340,000 tested, 0.34% active | HEK293 T-REx D2, calcium flux, EC20 dopamine potentiation | P14416 | potentiation, % at 10 µM | AID 485347;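 active = potentiation over 3 SD above the plate norm, cut at about 30% in these data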; note: 0% is about no effect
Target sequence (P14416 whole entry, looked up): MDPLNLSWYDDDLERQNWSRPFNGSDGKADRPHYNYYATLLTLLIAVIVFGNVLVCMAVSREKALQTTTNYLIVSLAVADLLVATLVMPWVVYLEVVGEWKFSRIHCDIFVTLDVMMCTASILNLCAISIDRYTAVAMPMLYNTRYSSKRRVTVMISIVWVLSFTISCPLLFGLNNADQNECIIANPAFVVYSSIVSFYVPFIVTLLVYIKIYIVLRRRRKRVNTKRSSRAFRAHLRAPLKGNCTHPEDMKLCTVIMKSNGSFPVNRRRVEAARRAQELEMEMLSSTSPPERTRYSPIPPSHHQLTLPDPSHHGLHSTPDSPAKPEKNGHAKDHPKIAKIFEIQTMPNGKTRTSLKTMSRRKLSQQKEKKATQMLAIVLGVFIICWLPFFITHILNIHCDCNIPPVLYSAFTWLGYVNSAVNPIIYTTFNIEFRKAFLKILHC
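Potentiation of an EC20 dopamine calcium response measured kinetically over 180 s, after a preceding 180 s compound-only read flagging agonists. Cells: inducible Hek293 Trex D2 line, 4000/well, cultured overnight at 30 C before dye loading.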
D1 antag: human D1 dopamine receptor antagonism; AID 504652; HEK293 TREx D1 cells, calcium flux, dopamine EC80; active compounds read low; 360,000 tested, 3.2% active; activity change, negative = inhibition, % at 10 µM; P21728; in the data active = activity change below about -30%; note: % is set by controls: 0 for no effect and ±100 for the full control effect
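HEK293 T-REx cells expressing inducible, force-coupled D1 receptor; no-wash Ca dye, 30–90 min RT. Cmpd → 180 s read at 1 Hz → EC80 DA → 180 s read.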
LDHA block: blocks human lactate dehydrogenase A. P00338. purified LDHA, NADH/diaphorase-resazurin fluorescence; active compounds read low. 480,000 tested, 0.15% active. AID 1347041. activity change, % (values are at about 110 or 230 µM); in the data active = activity change below about -30%; inconclusive = mostly about -25% to -30%;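 note: plate controls were DMSO wells for no effect and wells without enzyme for full effect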
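Enzyme activity of human lactate dehydrogenase 5 (2 nM; 0.06 mM NADH, 0.2 mM pyruvate, 5 min, RT) is measured via a resazurin/diaphorase fluorescence readout of residual NADH.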
D1 ag: human D1 receptor agonism; P21728; HEK293 T-REx D1 cells, calcium flux, agonist mode; activation, % at 2 µM; 360,000 tested, 1% active; AID 504660; in the data active = activation above about 30%; note: 0% is about no effect
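Tetracycline-induced HEK293 TREx D1 cells, force-coupled to calcium signalling, were dye-loaded with a no-wash calcium kit. Compound was pin-added after a 10 s baseline. Fluorescence was read kinetically at 1 cycle/s for 180 s, with calcium rises flagged as agonism.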
D1 potentiator: human D1 dopamine receptor positive modulation. P21728. HEK293 TREx D1 cells, calcium flux, dopamine EC20 potentiation. potentiation, % at 10 µM. 360,000 tested, 0.036% active; in the data active = potentiation above about 30%; note: 0% is about no effect
Vif-A3F inh: inhibitors of Vif-A3F interaction | AID 602313 | HeLa A3F-eYFP + Vif (tagged APOBEC3F with the HIV-1 protein that degrades it), YFP fluorescence increase | Potency, µM (series often up to 46.1 µM), for the others: at the top dose activity, negative = active | 390,000 tested, 0.2% active; note: potency is the fitted concentration of half-maximal effect; % of control where 0% means no effect; nearly all actives have a fitted effect of over 65% in size
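HeLa cells stably expressing A3F-eYFP plus Vif, plated and incubated overnight at 37 deg C, then exposed to compounds overnight at 37 deg C. Blocked degradation read as raised yellow fluorescence (Ex 488/Em 500-530).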
GRP78 ERSR act: inducers of ER stress response in human glioma cells | AID 602332 | 420,000 tested, 0.02% active | U87-MG GRP78 promoter luciferase reporter, 16 h | Potency, µM, for inactives: at the top dose activation, most hits filed as activators; note: potency is the fitted concentration of half-maximal effect; series mostly up to about 76 µM; % of control where 0% means no effect; nearly all actives have a fitted effect of over 35% in size
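ERSR induction read as luciferase luminescence (Bright-Glo, 10 min at room temperature) in stably transfected human U87-MG glioma cells exposed to compounds for 16 h, using GRP78 as sensor.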
RXFP1 ag: activates the human relaxin receptor RXFP1; 370,000 tested, 0.3% active; Q9HBX9; Potency, µM (titrated, usually from 57.5 µM), for inactives: at the top dose activation, usual class: activators; HEK293T-RXFP1 cAMP TR-FRET, 30 min; response scale: percent of porcine relaxin response, buffer zero; AID 2676; note: potency is the fitted concentration of half-maximal effect; % is set by controls: 0 for no effect and ±100 for the full control effect; nearly all actives have a fitted effect of over 60% in size; many of its hits are not listed in these tables
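cAMP rise read by TR-FRET after 30 min, 37C compound exposure (up to 58 uM) in RXFP1-transfected HEK293 cells with Ro 20174 present. EC50 from Hill-equation fits, with 29 nM porcine relaxin as 100% and buffer as basal.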
* marks the source's active call; other numbers are inactive results; ? = inconclusive; . = no result given. Unless noted, calls come from the whole dose curve; as a rule, active = well fitted curve in the direction sought with a large enough effect; inconclusive = small, poorly fitted or top-dose-only effect, or another doubt; inactive = no such curve, though single readings can be large; an effect the other way counts as inactive or inconclusive. An excerpt; the hit share may differ from the screen's.

SMILES | Vif-A3G inh | D2 PAM | D1 antag | LDHA block | D1 ag | D1 potentiator | Vif-A3F inh | GRP78 ERSR act | RXFP1 ag
COc1ccc(C(CNC(=O)c2ccc(C)o2)N2CCOCC2)cc1 (stereo not given) | 1% | 8 | 1 | -5 | 0 | 1 | 1% | -8% | 0.3%
CC(C)Oc1ccc(C(=O)Nc2c3c(nn2-c2ccccc2)CS(=O)(=O)C3)cc1 | 0% | . | 12 | 1 | 1 | 14 | -3% | 1% | -0.4%
COc1ccc(NCC(=O)N/N=C(\C)c2cc3ccccc3o2)cc1 | 6% | 10 | 9 | 9 | 1 | 0 | 13% | 1% | -1.5%
C/C(=N\Nc1cc(N2CCCCC2)nc(C)n1)c1ccc(Br)cc1 | -8% | 0 | -4 | -1 | 4 | -2 | ? | -2% | 0.9%
CCn1nnnc1SCCSc1nnnn1CC | 2% | 3 | 28 | -8 | -2 | 1 | -3% | -5% | -0.4%
O=C(COc1ccccc1)Nc1ccc(S(=O)(=O)NCc2ccco2)cc1 | 2% | -6 | -22 | -6 | 5 | -3 | -2% | -2% | 1.8%
CCn1cc(C(=O)NCCc2ccc(Cl)cc2)c(=O)c2cc(S(=O)(=O)N3CCc4ccccc4C3)ccc21 | 1% | -15 | -8 | 1 | 5 | 0 | 2% | 0% | 3.6%
O=C(CSc1nc2ccccc2c(=O)n1CCCN1CCOCC1)c1c[nH]c2ccccc12 | -12% | 12 | -7 | -4 | 4 | -2 | 0% | -4% | 0.6%
O=C(Nc1ccnn1C1CCN(C2CCCC2)CC1)c1ccccc1 | 1% | 0 | 15 | 0 | 5 | -9 | -5% | -4% | 0.0%
CCN(C(=O)C(C)OC(=O)C1C(C(=O)OC)=C(C)NC(C)=C1C(=O)OC)c1ccccc1 (stereo not given) | -2% | 7 | 9 | -4 | 2 | -2 | -2% | -1% | 0.0%
CCOC(=O)C1C(=O)NC(c2ccccc2)=NC1c1ccc(OC)cc1 (stereo not given) | -4% | 4 | 7 | -1 | 9 | -2 | -12% | -1% | 4.2%
CC(C)(C)c1cnnn1-c1ccc(-c2csc(N)n2)cc1 | 2% | . | -10 | 0 | 5 | -3 | 4% | -2% | 4.6%
COc1ccccc1CNC(=S)NC1CCCC1 | -2% | 7 | 7 | -13 | 0 | -5 | 0% | -5% | 1.1%
Cc1cc(C)c(NC(=O)Cn2c(=O)n(Cc3ccc(C(=O)NCc4ccco4)cc3)c(=O)c3sccc32)c(C)c1 | 8.9µM* | 16 | -5 | -18 | 6 | -1 | ? | -9% | ?
O=C(COc1cccc(Br)c1)N/N=C/c1ccc2c(c1)OCCO2 | 0% | . | . | -8 | . | . | 1% | 0% | .
CC(=O)c1ccc(NC(=O)C(Cc2ccccc2)NC(=O)c2ccco2)cc1 (stereo not given) | 0% | -2 | -5 | -1 | 1 | -7 | -2% | 7% | 3.1%
O=C(/C=C/c1cccnc1)c1ccc([N+](=O)[O-])cc1 | -12% | 13 | -3 | -4 | 3 | -6 | ? | -4% | -1.2%
O=C(CNC(c1ccccc1)c1ccccc1)Nc1ccccc1Br | -5% | -7 | -4 | -8 | 10 | 2 | -7% | -4% | 1.9%
COc1ccc(CNC(=O)CN2CCC(NC(=O)c3cccc(OC)c3)CC2)cc1 | -1% | . | . | -13 | . | . | -13% | -2% | .
CCOC(=O)c1sc(N2N=C(C)/C(=C\c3ccc(OCC(=O)OC)cc3)C2=O)nc1C | -5% | 5 | -8 | 3 | 2 | 0 | -19% | 6% | -1.5%
O=C(CCCOc1ccc(Cl)cc1Cl)N1CCCc2ccccc21 | -9% | -1 | -4 | 1 | 28 | 2 | . | -6% | 5.2%
Cc1nnsc1C(=O)N/N=C/c1ccccc1Cl | -5% | 7 | -9 | 2 | 3 | 5 | -4% | -3% | 0.2%
Cc1c(Cl)cccc1NC(=O)CNc1cccc(C(F)(F)F)c1 | 2% | -2 | 14 | 4 | 1 | 6 | 0% | 3% | 0.3%
CC1CCCCN1CCNC(=O)CN1C(=O)CSc2ccc(S(=O)(=O)N3CCCCC3)cc21 (stereo not given) | 1% | . | 5 | -1 | 1 | 10 | -1% | -2% | 0.2%
O=C(/C=C/c1ccccc1)NCCS(=O)(=O)N1CCN(c2ccccc2F)CC1 | -3% | 10 | 6 | -5 | 3 | -12 | -5% | -4% | -0.8%
COC(=O)c1ccccc1NC(=O)c1onc(C)c1Cl | -1% | 2 | -13 | -12 | 3 | 2 | 1% | -2% | 3.4%
CN(C)c1ncnc2c1ncn2-c1ccccc1 | 0% | . | . | -2 | . | . | 10% | 1% | .
O=S(=O)(NC1CC1)c1ccc(Cl)cc1F | -6% | 4 | 19 | 1 | -1 | 2 | 18% | 0% | 2.4%
CCN(CC)C(C)C#CCC(c1ccccc1)c1ccccc1 (stereo not given) | . | -24 | 0 | . | 8 | -3 | . | . | 0.0%
COc1ccc(Cc2nc(-c3ccc(Br)cc3)no2)cc1 | -6% | -10 | -11 | -16 | 5 | -3 | -3% | 6% | -0.9%
CN(CC(=O)Nc1c(Cl)cccc1Cl)C(=O)c1cccn1C | 0% | 1 | 11 | -2 | 2 | 2 | 1% | -7% | -0.4%
COc1cccc(CNC(=O)c2cc(S(=O)(=O)N3CCCC3)cn2C)c1 | 1% | -2 | -7 | 3 | 3 | 5 | -13% | -2% | 0.3%
O=C(NCCC1=CCCCC1)c1c(O)nc2ccccn2c1=O | 1% | 5 | -4 | -1 | -1 | -12 | 5% | 5% | 7.2%
O=C(NCCc1ccccc1)c1ccc(Cl)c([N+](=O)[O-])c1 | 2% | -2 | -36* | 4 | 2 | -2 | -14% | 6% | 0.7%
Cc1ccccc1N1CCN(C2CCCN(C(=O)CCc3c(C)noc3C)C2)CC1 (stereo not given) | 1% | -8 | -2 | -8 | 7 | -5 | -1% | -3% | 0.7%
CCOC(=O)C1CCN(c2ccccc2CN2CCN(c3ccccc3OCC)CC2)CC1 | -5% | -18 | -19 | -3 | 1 | -13 | -9% | -8% | 0.0%

Some of these compounds in order of molecular weight, descending:
SMILES | Vif-A3G inh | D2 PAM | D1 antag | LDHA block | D1 ag | D1 potentiator | Vif-A3F inh | GRP78 ERSR act | RXFP1 ag
CC1CCCCN1CCNC(=O)CN1C(=O)CSc2ccc(S(=O)(=O)N3CCCCC3)cc21 (stereo not given) | 1% | . | 5 | -1 | 1 | 10 | -1% | -2% | 0.2%
CCOC(=O)C1CCN(c2ccccc2CN2CCN(c3ccccc3OCC)CC2)CC1 | -5% | -18 | -19 | -3 | 1 | -13 | -9% | -8% | 0.0%
O=C(/C=C/c1ccccc1)NCCS(=O)(=O)N1CCN(c2ccccc2F)CC1 | -3% | 10 | 6 | -5 | 3 | -12 | -5% | -4% | -0.8%
Cc1ccccc1N1CCN(C2CCCN(C(=O)CCc3c(C)noc3C)C2)CC1 (stereo not given) | 1% | -8 | -2 | -8 | 7 | -5 | -1% | -3% | 0.7%
COc1cccc(CNC(=O)c2cc(S(=O)(=O)N3CCCC3)cn2C)c1 | 1% | -2 | -7 | 3 | 3 | 5 | -13% | -2% | 0.3%
COc1ccc(Cc2nc(-c3ccc(Br)cc3)no2)cc1 | -6% | -10 | -11 | -16 | 5 | -3 | -3% | 6% | -0.9%
CCN(CC)C(C)C#CCC(c1ccccc1)c1ccccc1 (stereo not given) | . | -24 | 0 | . | 8 | -3 | . | . | 0.0%
COC(=O)c1ccccc1NC(=O)c1onc(C)c1Cl | -1% | 2 | -13 | -12 | 3 | 2 | 1% | -2% | 3.4%
O=S(=O)(NC1CC1)c1ccc(Cl)cc1F | -6% | 4 | 19 | 1 | -1 | 2 | 18% | 0% | 2.4%
CN(C)c1ncnc2c1ncn2-c1ccccc1 | 0% | . | . | -2 | . | . | 10% | 1% | .

Carrying on.
SMILES | Vif-A3G inh | D2 PAM | D1 antag | LDHA block | D1 ag | D1 potentiator | Vif-A3F inh | GRP78 ERSR act | RXFP1 ag
CC(=O)Nc1ccc(OCC(O)Cn2c(C(C)C)nc3ccccc32)cc1 (stereo not given) | 2% | -7 | -10 | -4 | 3 | -1 | -1% | -5% | 0.1%
Cc1ccc(C)c2[nH]c(=O)c(CCNC(=O)CCc3ccccc3)cc12 | -1% | -24 | 9 | -2 | 0 | -1 | 0% | -4% | 4.9%
CC(=O)c1cc2c(cc1NS(=O)(=O)c1cccc(C(=O)O)c1)OCO2 | -4% | 14 | -2 | 1 | 1 | -5 | 9% | -1% | -1.1%
COc1ccc(/C=N/n2c(-c3n[nH]c4c3CCC4)n[nH]c2=S)c(OC)c1OC | -7% | -3 | -8 | -9 | 0 | -2 | -7% | -3% | 0.2%
COc1cccc(NC(=O)N2CCN3CCCCC3C2)c1 (stereo not given) | -4% | 15 | 4 | -8 | 3 | -4 | -4% | 2% | 1.0%
COc1ccc(CNC(=O)CN(C)Cc2ccccc2F)cc1OC | 4% | . | -36* | -5 | 2 | 0 | 1% | -3% | -2.2%
O=C(NCc1ccc(N2CCCC2=O)cc1)c1cn(Cc2ccccc2)nn1 | 2% | -1 | 5 | -10 | 2 | 8 | 3% | -5% | 0.6%
O=S1(=O)N=C(N/N=C/c2cccs2)c2ccccc21 | -5% | -5 | -31* | -1 | 3 | -5 | -2% | 0% | 0.8%
CCC(=O)NC(=S)Nc1c(C)cc(Br)cc1C | -5% | -2 | 4 | -7 | 0 | -1 | -28% | -2% | 0.6%
Cn1cc(Br)c(-c2cccc(N3C(=O)CC(C)(C)CC3=O)c2)n1 | 0% | 4 | -12 | -3 | 2 | -2 | 8% | -4% | 2.6%
NS(=O)(=O)c1cc(C(=O)N=Nc2c(O)[nH]c3ccccc23)ccc1Cl | 4% | 4 | 2 | -9 | 3 | -10 | -12% | 2% | 1.7%
Cc1cc(C)cc(NC2=C(N)C(=O)c3ccccc3C2=O)c1 | -12% | . | 10 | 6 | 2 | 5 | 0% | -2% | 0.1%
